Assay outcomes: PubChem, several laboratories
Tat export inh = E. coli Tat transport inhibition | E. coli MC4100 TorA-mCherry Tat export, fluorescence | inhibition, % at 10 µM | hit rate 0.036% among 340,000 | AID 488895;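 active = mean replicate inhibition at least 50% and at least half of replicates individually reaching 50%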;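 note: exported cargo escapes ClpAP degradation while cytoplasmic cargo is degraded and loses fluorescence; 0% = median of neutral control wells and 100% = median of NaSCN control wells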
AddAB inh = less growth of phage-infected E. coli with AddAB. hit rate 0.29% among 330,000. inhibition, % at 11.9 µM. E. coli expressing H. pylori AddAB, absorbance growth; in the data active = inhibition above about 12%;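 note: 0% = vehicle wells of infected cells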
SR-BI DiI inh = mouse SR-BI HDL lipid transfer inhibition. ldlA[mSR-BI] CHO cells, DiI-HDL uptake fluorescence, 3 h. inhibition, % at 12.5 µM. hit rate 0.96% among 320,000;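 active = mean replicate inhibition of at least 70% and a set share of replicates each scoring 70 or more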;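 note: 0% = median of neutral control wells and 100% = median of positive control wells; values of inactives mirror those of a sister screen read the other way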
Target sequence (Q61009 whole entry, looked up): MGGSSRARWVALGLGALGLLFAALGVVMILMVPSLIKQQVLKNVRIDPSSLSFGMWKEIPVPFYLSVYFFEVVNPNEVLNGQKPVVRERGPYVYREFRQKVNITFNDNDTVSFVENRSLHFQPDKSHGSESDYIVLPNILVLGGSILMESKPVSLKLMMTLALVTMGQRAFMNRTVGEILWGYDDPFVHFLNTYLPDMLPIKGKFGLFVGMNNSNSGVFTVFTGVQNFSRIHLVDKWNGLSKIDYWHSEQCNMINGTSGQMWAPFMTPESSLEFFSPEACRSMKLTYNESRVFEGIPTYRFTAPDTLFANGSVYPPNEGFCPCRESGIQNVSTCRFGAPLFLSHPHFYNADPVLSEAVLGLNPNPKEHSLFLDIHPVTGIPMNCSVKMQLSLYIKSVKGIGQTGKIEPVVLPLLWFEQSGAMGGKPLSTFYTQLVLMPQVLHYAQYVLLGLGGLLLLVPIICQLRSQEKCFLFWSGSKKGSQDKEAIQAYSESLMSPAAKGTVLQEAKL
CAL PDZ FP-1 = blocks peptide binding to human CAL PDZ domain | AID 504414 | inhibition, % at 20 µM | Q9HD26 | purified CAL PDZ, TMR-peptide fluorescence polarization, 1 h | hit rate 0.02% among 330,000;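 active = highest replicate inhibition of at least 40%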;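 note: plate controls were DMSO neutral control wells for no effect and unlabeled competitor peptide control wells for full effect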
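Read-out basis: mP drop reported as inhibition | Assay system: Tagged CAL PDZ protein CerCALP, purified | Benchmarks: Unlabelled peptide for full inhibition, DMSO wells as neutral | Schedule: 1 h incubation at room temperature before polarization reading | Buffer or medium: Sodium phosphate/NaCl buffer pH 7.4 with TCEP, IgG, Thesit | Doses: Single point, 20 µM | Measured by: Fluorescence polarization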
phage Ecoli inh = E. coli growth loss with phage present. hit rate 0.26% among 360,000. growth absorbance. inhibition, % at 11.9 µM. AID 651602; in the data active = inhibition above about 11%
SR-BI uptake up = SR-BI HDL lipid transfer activation; CHO ldlA[mSR-BI] cells, DiI-HDL uptake fluorescence, 3 h; 100 = double the neutral-control signal; activation, % at 12.5 µM; hit rate 0.096% among 320,000;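 active = mean replicate activation of at least 60% and every replicate at or above 60%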;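 note: 0% = median plate neutral-control signal and 100% = twice that signal; values of inactives mirror those of a sister screen read the other way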
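Test system: SR-BI-overexpressing, LDLR-lacking CHO cells; Medium: Ham's F12 with 0.5% BSA, HEPES 25 mM, pH 7.4; Schedule: 3 h, 37 °C; Technique: bottom-read fluorescence, 550/595 nm.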
E coli growth = reduces bacterial viability in AddAB counter-screen; hit rate 0.27% among 330,000; AID 449728; E. coli V3065 growth, OD600 absorbance, 18 h; inhibition, % at 11.9 µM;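 active = inhibition above the campaign's mean inhibition across all tested compounds plus 3 SD, cut at about 9.9% in these data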;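 note: uninfected addAB+ strain grown without phage in ampicillin broth; 0% = DMSO wells and 100% = ciprofloxacin 0.95 µg/ml wells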
MITF act = increases MITF-driven TRPM1 promoter luciferase signal; SK-MEL-5 TRPM1-promoter luciferase, 24 h; % of positive control, neutral wells = 0; activation, % at 12.5 µM; hit rate 0.75% among 300,000;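 active = mean activation of at least 80% with every replicate also reaching 80%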;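 note: 0% = neutral control wells and 100% = parthenolide positive control wells; values of inactives mirror those of a sister screen read the other way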
CAL PDZ FP-2 = CAL PDZ (human) peptide binding inhibition; Q9HD26; purified CAL PDZ, TMR-peptide fluorescence polarization, 1 h; inhibition, % at 24.9 µM; hit rate 0.92% among 300,000; AID 602252;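 active = mean inhibition of at least 30% with at least half of replicates also reaching 30%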;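 note: 0% = DMSO neutral control and 100% = excess unlabeled competitor peptide PRC23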
Wnt bcat act = Wnt/beta-catenin pathway activation; Wnt/beta-catenin reporter cell assay, activator, plate reader; activation, % at 9.35 µM; hit rate 1.2% among 300,000; in the data active = activation above about 30%, passing the limit was not always enough;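 note: 0% = neutral control wells and 100% = positive control wells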
Active calls of the source: *; · = not tested or not shown.

SMILES	Tat export inh	AddAB inh	SR-BI DiI inh	CAL PDZ FP-1	phage Ecoli inh	SR-BI uptake up	E coli growth	MITF act	CAL PDZ FP-2	Wnt bcat act
Cc1ccc(C)c(NC(=O)Nn2cnnc2)c1	-5	0.9	-20	-2.5	-3.3	20	1.3	2	-1	0
O=C(NC(Cc1ccccc1)C(=O)O)NC12CC3CC(CC(C3)C1)C2 (centres undefined)	8	-1.8	-17	-5.3	-2.2	17	-2.8	7	·	2
CSC1=C(C#N)C(c2sccc2C)CC(=O)N1 (centres undefined)	-1	4.7	10	-0.8	3.4	-10	-0.3	-7	·	0
Cc1ccccc1C(=O)Nc1ccc2nc3n(c(=O)c2c1)CCC3	0	4.4	16	-1.1	3.4	-16	1.2	31	·	-1
Nc1nc2ccc(Cc3ccncc3)cc2s1	0	1.1	-17	-2.0	0.9	17	-1.3	43	-1	3
CCc1ccc(NC(=O)Cc2c(C(=O)O)n(C)c3ccccc23)cc1	2	-1.3	-9	1.4	3.2	9	-3.0	-11	-2	20
CCOc1nc(NC(=O)NC(=O)c2ccccc2)nc(-c2ccccc2)n1	3	-0.2	4	0.0	3.9	-4	-1.9	13	-4	0
CCc1c(C(=O)NCCc2cccc(C)c2)[nH]c(C)c1C(C)=O	4	0.1	15	-1.2	0.3	-15	2.2	10	0	2
CCOc1cc(S(=O)(=O)N(CC)CC)ccc1F	2	1.8	1	0.3	0.2	-1	0.4	13	-24	·
CC(C)NCc1cc(Br)ccc1OCc1ccccc1	6	2.8	·	8.7	3.7	·	1.5	-3	-4	-1
N#CC(C#N)=C1C=CC=CN1/C(=C\c1ccco1)C(=O)c1ccc(Cl)cc1	-2	0.0	63	-0.2	2.0	-63	-0.7	-89	-6	-38
CC(=O)Nc1ccc(Nc2nc(-c3sc(NC(C)=O)nc3C)cs2)cc1	5	3.0	48	1.1	0.6	-48	-2.2	·	0	1
CCOc1cc(/C=N/NC(=O)CN(CCc2ccccc2)S(=O)(=O)c2ccc(NC(C)=O)cc2)ccc1O	3	2.8	19	0.8	0.8	-19	-1.5	-3	-1	-10
Cc1cccc(C(=O)Nc2ccnc(-c3cccnc3)n2)c1	6	0.2	6	-3.8	2.9	-6	-2.6	11	-7	0
CCOC(=O)c1sc(C)c(C(=O)NC2CCCCC2)c1N	-11	3.1	17	0.5	4.0	-17	1.6	16	-1	7
CN(c1cccc(NC(=O)CCSc2ccccc2)c1)S(C)(=O)=O	5	-1.2	-13	-1.9	3.0	13	0.6	6	-2	2
CCOc1ccccc1NS(=O)(=O)c1ccc2[nH]c(=O)[nH]c2c1	-2	0.4	·	-1.9	0.5	·	-1.5	5	-1	0
C/C=C(\C)CN1CCC(n2nccc2NC(=O)c2ccc3c(c2)OCO3)CC1	-8	-1.5	2	1.6	-1.2	-2	0.5	2	-4	-4
O=C(c1ccccc1)C1CN(c2ccccc2)CC1c1ccc(Cl)cc1 (centres undefined)	-9	-0.5	-9	-1.2	1.4	9	0.3	11	-2	·
COC(=O)c1nc(-c2ccccc2)oc1N1CCOCC1	2	3.9	-9	0.1	3.0	9	-0.4	0	·	0
CCOC(=O)c1ccc(NC(=O)NCc2ccccn2)cc1	10	0.1	4	-1.3	1.7	-4	1.8	8	-7	-1
CN(C)S(=O)(=O)c1ccc(C(=O)NCc2nc3ccccc3s2)cc1	2	5.1	-6	-1.4	3.2	6	3.7	-14	-3	2
COC(=O)CN=Cc1c(O)n(-c2ccc(Cl)cn2)c(=O)c2ccccc12	-3	1.9	-6	-0.1	0.8	6	-3.3	-3	-4	-3
O=C(Nc1nncs1)C1COc2ccccc2O1 (centres undefined)	8	2.3	-37	-2.4	1.6	37	0.3	2	0	·
CCOC(=O)C1=NN(C(=O)Cc2ccccc2)C(O)(c2ccc(Cl)cc2)C1 (centres undefined)	9	2.1	7	-0.1	0.1	-7	2.4	6	0	-2
Later entries.
SMILES	Tat export inh	AddAB inh	SR-BI DiI inh	CAL PDZ FP-1	phage Ecoli inh	SR-BI uptake up	E coli growth	MITF act	CAL PDZ FP-2	Wnt bcat act
Cc1nnc(N(CCC#N)CCC#N)s1	-1	-0.1	1	-1.7	4.7	-1	-0.2	2	-2	0
CCc1ccc(OCC(=O)NNC(=O)C2CCC2)cc1	-2	4.2	8	-2.1	2.6	-8	-0.4	-3	-3	-1
O=C(N/N=C/c1cc2c(cc1Br)OCO2)c1cc2ccccc2o1	-7	1.9	52	-4.5	-2.7	-52	-0.3	26	-3	0
CCCNC(=O)COc1ncnc2sc(C)c(C)c12	-11	0.7	-20	0.1	0.0	20	-0.4	-2	-1	·
Cc1ccc2c(c1)C(=O)C(=O)N2Cc1ccc(Cl)cc1	-5	-1.2	-25	1.2	2.9	25	2.0	-16	-2	-19
COc1cccc(-c2ccc(C#N)c(SCC(=O)NCCc3ccccc3)n2)c1	-7	-2.1	-8	-0.5	3.4	8	-1.3	-11	-3	-1
O=C(NCCS(=O)(=O)c1ccc(Br)cc1)c1ccc(Cl)cc1	-1	4.2	-6	-2.2	3.0	6	-0.4	5	-2	1
CSc1nc(C)c2c(n1)N(c1ccc(F)cc1)CC2	-1	5.2	31	-1.5	3.0	-31	3.8	-1	-13	·
COCCN1CCC(CNCc2cn(-c3cc(C)ccc3C)nc2-c2ccccc2)C1 (centres undefined)	-2	1.6	-33	-2.6	1.9	33	-4.5	5	-2	0
CN(C)S(=O)(=O)c1ccc(-c2csnn2)s1	7	2.4	-12	·	-0.2	12	1.9	-7	-4	0
Cc1ccc(-c2nc(C(=O)O)cs2)cc1	4	0.0	-9	-0.1	1.1	9	0.2	-3	-4	-1
COc1ccc(CCC(=O)N/N=C/c2ccc3c(c2)OCO3)cc1	10	6.2	-2	-0.5	2.1	2	2.2	18	-7	2
COc1ccc(N2CCN(C(=S)NC(=O)c3cccs3)CC2)c([N+](=O)[O-])c1	-3	-2.6	4	-1.9	-2.2	-4	0.0	-24	-1	3
Cc1ccsc1CN(C)C(=O)C(NC(=O)c1cccc(S(=O)(=O)N2CCOCC2)c1)C(C)C (centres undefined)	11	-2.6	16	-1.3	0.1	-16	-1.9	-11	·	-3
CN1CCC(N(C)S(=O)(=O)c2ccc(NC(=O)COc3ccc(F)cc3)cc2)CC1	0	1.0	-4	-1.2	5.7	4	3.2	-2	0	-6
COc1ccc(NC(=O)CSc2nnc(NC(=O)c3ccccc3C(=O)O)s2)cc1	-4	2.1	-28	-1.8	1.2	28	-1.5	-6	-3	0
Cc1cc(C(=O)COc2cccc3cccnc23)c(C)n1C	4	1.3	10	-1.2	2.9	-10	-2.0	·	0	6
COc1ccc(/C=C/C(=O)Nc2ccc(C(N)=O)cc2)cc1OC	·	4.1	·	·	2.3	·	1.3	·	·	0
O=C(Nc1cccc2ccccc12)/C(=C/c1cccc([N+](=O)[O-])c1)NC(=O)c1cccs1	0	1.3	1	-0.5	0.9	-1	0.3	-5	-2	1
COc1ccc(OC)c(NC(=O)CCN2CCN(c3ccccc3)CC2)c1	5	0.8	26	-1.0	-0.9	-26	1.4	-3	-1	·
C=CCn1c(C(C)NC(=O)C(C)(C)C)nc2ccccc21 (centres undefined)	-2	0.4	-3	0.1	0.5	3	1.9	-1	-3	·
CCOc1ccccc1N1C(=O)CN(Cc2ccc(OC)c(OC)c2)C1=S	-5	0.2	0	·	2.1	0	-0.3	-8	48*	1
CCn1nc(C)c(Br)c1-c1nc(-c2ccc(C)cc2)no1	·	-1.6	·	·	2.1	·	-1.6	·	·	1
COc1ccc(OC)c(CN2CCN(C(=O)c3cccc(S(=O)(=O)Nc4ccc(C)cc4)c3)CC2)c1	11	0.8	40	-3.7	0.2	-40	0.0	-15	-2	-3
COc1ccc(CN(C)C(=O)c2ccccc2OCc2c(C)noc2C)cc1OC	1	2.0	2	-0.6	-0.9	-2	3.5	8	-2	1
(continued)
SMILES	Tat export inh	AddAB inh	SR-BI DiI inh	CAL PDZ FP-1	phage Ecoli inh	SR-BI uptake up	E coli growth	MITF act	CAL PDZ FP-2	Wnt bcat act
Cc1cc(=O)oc2cc(OCC(=O)OCc3nnc(-c4ccccc4)o3)ccc12	-5	1.4	-17	-2.5	3.6	17	-2.0	·	6	·
CC(C)Sc1nc2c(c(=O)[nH]1)C(c1cccs1)C1=C(CC(C)(C)CC1=O)N2 (centres undefined)	0	-2.8	1	-1.8	3.1	-1	-0.1	·	·	2
Cc1cc(C)c(C(=O)Nc2ccccc2)c(CC(C)(C)C(=O)O)c1	0	1.8	-8	-0.1	2.2	8	-0.9	·	-3	-2
COc1cc2c(cc1OC)C1(CCCC1)C(N)=C2C#N	0	2.3	-12	0.5	2.1	12	-4.5	-8	7	-2
Cc1noc(C(=O)Nc2ccc3c(c2)OCO3)c1Cl	-1	3.4	·	0.5	6.0	·	0.3	55	·	12
O=C(COc1ccc(-c2nnco2)cc1)NC1CCCc2ccccc21 (centres undefined)	4	-3.0	41	0.1	3.2	-41	-2.4	4	-4	·
CN(C)S(=O)(=O)c1ccc(NC(=O)CN2CCOCC2)cc1	0	2.0	·	-1.4	1.7	·	-3.4	5	-1	3
